Assay outcomes deposited in PubChem BioAssay by several laboratories.
Rtt109 HAT inh: C. albicans Rtt109 histone acetyltransferase inhibition; AID 540336; inhibition, % at 34.9 µM; 0.16% of 330,000 active; purified Rtt109/Vps75, ThioGlo CoA-SH fluorescence, 4 h; Q5AAJ8;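 active means inhibition of at least 50% in every replicate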
Target sequence (Q5AAJ8 whole entry, looked up): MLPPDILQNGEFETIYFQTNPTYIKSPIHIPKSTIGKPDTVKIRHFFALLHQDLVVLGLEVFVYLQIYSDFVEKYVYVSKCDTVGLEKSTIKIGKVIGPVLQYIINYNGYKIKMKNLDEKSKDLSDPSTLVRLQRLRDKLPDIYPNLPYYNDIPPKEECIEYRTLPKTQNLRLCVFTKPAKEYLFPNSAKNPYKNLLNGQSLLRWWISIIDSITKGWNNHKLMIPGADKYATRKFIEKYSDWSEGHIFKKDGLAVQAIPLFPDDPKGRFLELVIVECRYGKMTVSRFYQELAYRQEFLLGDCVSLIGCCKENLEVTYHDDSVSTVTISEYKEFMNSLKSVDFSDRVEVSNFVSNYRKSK
Keap1-Nrf2 PPI: disrupts human Keap1 binding to Nrf2 peptide. Keap1 Kelch-Nrf2 peptide fluorescence polarization, 1536-well. inhibition, % at 9.4 µM. 0.15% of 340,000 active. AID 504523; in the data active means inhibition above about 12%;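 further: human Keap1 Kelch domain with fluorescein labeled Nrf2 9mer peptide probe; 0% = neutral control wells and 100% = peptide positive control; higher means more block of Keap1 binding to Nrf2 peptide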
PfHsp90 set2: growth inhibition of yeast expressing Plasmodium Hsp90; S. cerevisiae expressing PfHsp90, BacTiter-Glo ATP, 48 h; yeast lacking PDR1 and PDR3 efflux regulators; inhibition, % at 9.4 µM; 0.32% of 310,000 active; AID 504621;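 active means every replicate shows inhibition above about 80%, whatever the replicate mean, limit read from the data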;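 further: 0% = DMSO neutral controls and 100% = 20 µM radicicol positive controls; yeast relying on Plasmodium falciparum Hsp90 in place of its own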
PvdQ inh: blocks Pseudomonas aeruginosa PvdQ acylase activity. purified PvdQ acylase, fluorescence plate reader. inhibition, % at 10 µM. 0.063% of 340,000 active. AID 488965; in the data active means inhibition above about 30%, passing the limit was not always enough;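 further: 0% = vehicle neutral wells and 100% = reference inhibitor wells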
C-LANA FP: KSHV C-LANA DNA binding inhibition; MBP-C-LANA/FAM-LBS DNA binding, fluorescence polarization; inhibition, % at 9 µM; 0.078% of 340,000 active;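 active means highest replicate inhibition at or above 60% at 9 µM, even if other replicates fall short; inactive means all replicates below 60% inhibition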;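 further: 0% = neutral control wells and 100% = 4 µM acridine orange control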
Cardiac RTF inh: cardiac RTF calcium desensitization. P19429+P45379. IANBD-labeled cardiac RTF, Ca2+ fluorescence. inhibition, % at 7.15 µM. 0.12% of 340,000 active. AID 493244;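 active means inhibition above the mean inhibition of all tested compounds plus 3 SD, cut at about 17% in these data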;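 further: assay run at fixed EC70 calcium of 1.6 mM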
CDK5 p35 inh: inhibitors of human CDK5/p35 kinase; AID 488839; Q00535+Q15078; inhibition, % at 10 µM; 0.01% of 330,000 active; Recombinant CDK5/p35, ADP-Glo luminescence, 60 min;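 active means highest replicate inhibition of at least 50% and at least 75% of replicates reaching 50%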;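 further: plate controls were DMSO neutral control for no effect and GW8510 at 10 µM for full effect; many of its hits are not listed in these tables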
Target sequence (Q00535 whole entry, looked up): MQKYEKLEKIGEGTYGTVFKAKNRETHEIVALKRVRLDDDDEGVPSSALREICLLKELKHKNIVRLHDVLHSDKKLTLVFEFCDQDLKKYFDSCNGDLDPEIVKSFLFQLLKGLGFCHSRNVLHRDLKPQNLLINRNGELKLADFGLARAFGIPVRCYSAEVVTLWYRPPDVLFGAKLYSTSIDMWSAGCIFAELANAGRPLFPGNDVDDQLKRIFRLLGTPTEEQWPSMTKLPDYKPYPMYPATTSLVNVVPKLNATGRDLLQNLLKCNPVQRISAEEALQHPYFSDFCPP
Target sequence (Q15078 whole entry, looked up): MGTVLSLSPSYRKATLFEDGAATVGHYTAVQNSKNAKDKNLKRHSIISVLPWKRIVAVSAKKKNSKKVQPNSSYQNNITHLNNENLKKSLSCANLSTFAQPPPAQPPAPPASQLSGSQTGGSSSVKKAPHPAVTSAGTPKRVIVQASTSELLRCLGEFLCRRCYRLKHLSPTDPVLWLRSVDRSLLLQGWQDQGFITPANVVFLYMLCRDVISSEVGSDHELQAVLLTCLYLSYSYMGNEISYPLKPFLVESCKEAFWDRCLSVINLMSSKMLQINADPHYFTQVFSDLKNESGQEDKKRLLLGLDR
dFosB activator: enhances mouse delta FosB homodimer DNA binding. 0.99% of 340,000 active. P13346. purified delta FosB, TAMRA-CDK5 oligo fluorescence polarization; percent of positive-control signal above neutral wells. activation, % at 25 µM;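 active means mean activation above about 17%, with every replicate also reaching it, limit read from the data, passing the limit was not always enough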;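 further: fluorescence polarization rise as delta FosB binds a TAMRA Cdk5 AP-1 oligo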
SUMO Mot1 rescue: SUMOylation pathway inhibition by Mot1-301 growth rescue | growth rescue, % at 18.8 µM | AID 2716 | 1% of 320,000 active | S. cerevisiae Mot1-301 growth rescue, ATP luminescence, 38.5C; percent above DMSO median, 100 means doubled;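 active means every valid replicate shows activation above 250% relative to neutral control wells; inactive means the rest, any valid replicate at or below 250%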;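 further: OY570 slx delta 5 strain wells were the positive control but not used for scaling; some compounds called inactive have numbers as strong as hits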
RTF Ca sens act: cardiac RTF calcium sensitization. P19429+P45379. IANBD-labeled TnC RTF fluorescence at EC20 calcium; 0% EC20 calcium, 100% full calcium. activation, % at 7.2 µM. 0.24% of 340,000 active. AID 493008;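 active means activation above the mean over all tested compounds plus 3 SD, cut at about 30% in these data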;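 further: rise in fluorescence read as greater calcium sensitivity of cardiac thin filaments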
NSD2 inh: blocks human histone methyltransferase NSD2 | O96028 | NSD2 peptide methylation, AlphaScreen, 120 min | inhibition, % at 12.5 µM | 0.54% of 310,000 active; in the data active means inhibition above about 50%
* = called active by the depositor; x = not tested or not shown; & = joins results of further samples.

1. O=C(O)c1cccc(NS(=O)(=O)c2ccc(S(=O)(=O)N3CCOCC3)cc2)c1
2. O=C(NNC(=O)c1nn(-c2ccc(F)cc2)ccc1=O)c1ccc(Cl)cc1
3. CCOC(=O)[C@H](CCc1ccccc1)N[C@@H](C)C(=O)N1CCC[C@H]1C(=O)O
4. CC1(C(=O)Oc2ccccc2)Cc2ccccc2C(=O)O1 (stereo not given)
5. Cc1ccc2c(CC(=O)Nc3ccc(F)c(S(=O)(=O)N4CCOCC4)c3)coc2c1
6. O=C(Nc1nnc(-c2ccc3c(c2)OCCO3)o1)c1ccc(Cc2ccccc2)cc1
7. Cc1onc(-c2c(Cl)cccc2Cl)c1C(=O)Nc1ccc2c(c1)OCO2
8. O=C(C1CCN(S(=O)(=O)c2cccc3nsnc23)CC1)N1CCN(c2ccccc2F)CC1
9. c1ccc(NCc2nnc3n2CCCCC3)cc1
10. O=C(COC(=O)c1ccc(S(=O)(=O)N2CCCC2)cc1)NCc1ccccc1
assay / entry,1,2,3,4,5,6,7,8,9,10
Rtt109 HAT inh,-4,0,13&8,-7,-7,-6,1,1,x,-16
Keap1-Nrf2 PPI,5,5,3&0,-8,-3,4,-1,1,1,-3
PfHsp90 set2,9,1,8&12,25,5,-54,16,-2,-14,-7
PvdQ inh,-2,-9,8&6,-27,-16,-7,-7,-9,1,-8
C-LANA FP,0.2,2.0,1.0&1.1,0.2,1.4,0.7,-0.2,0.6,-0.1,0.9
Cardiac RTF inh,-2,x,7&14,-26,-3,-7,-1,-8,2,4
CDK5 p35 inh,-1.2,1.4,0.8&1.0,-6.4,1.9,0.7,-4.5,-0.3,-1.5,-3.9
dFosB activator,-2,14,0&3,0,-7,-5,-10,-16,2,-3
SUMO Mot1 rescue,x,11,-2&20,29,8,x,6,148,2,x
RTF Ca sens act,3,x,-2&2,4,3,-8,0,4,2,1
NSD2 inh,1,0,x,-1,-1,x,-7,0,-2,-1

11. CCOC(=O)C1CCCN(S(=O)(=O)CCNC(=O)c2cccc(OC)c2)C1 (stereo not given)
12. C[C@H](NC(=O)Cc1cccc2ccccc12)C(=O)N1CCCN(C)CC1
13. CC(C)SCCCOc1ccc(C(C)(C)C)cc1
14. C=CCN(CC=C)CCOc1ccccc1
15. COc1ccc(-c2cn(Cc3ccc(C)cc3)nn2)cc1
16. Clc1cccc(Cl)c1/C=C/c1nc2ccccc2[nH]1
17. CCCCCCn1c(SCC(=O)c2c(N)n(C)c(=O)n(C)c2=O)nc2ccccc21
18. COc1ccccc1CCC(=O)N1CCN(S(=O)(=O)c2cccc(F)c2)CC1
19. NC(=O)COC(=O)[C@H](Cc1ccccc1)NS(=O)(=O)c1ccc2c(c1)OCCO2
20. Cc1cc(CSc2ccccc2C(=O)O)on1
assay / entry,11,12,13,14,15,16,17,18,19,20
Rtt109 HAT inh,-6,5,-23,-4,-14,-2,-11,2,2,-5
Keap1-Nrf2 PPI,5,0,-1,-3,-7,-2,-2,-2,1,-8
PfHsp90 set2,x,9,-10,-12,-47,11,-17,27,8,16
PvdQ inh,-14,-7,-4,-13,-1,-26,-1,-17,11,-26
C-LANA FP,-1.4,0.3,0.3,-1.6,0.7,0.3,2.1,-0.2,-0.8,-1.3
Cardiac RTF inh,-3,0,-7,1,-1,-5,-10,-5,7,-22
CDK5 p35 inh,0.0,0.0,-0.7,x,-5.5,-2.0,1.3,1.5,0.2,-2.7
dFosB activator,-9,-1,5,9,-7,-14,5,1,-12,-1
SUMO Mot1 rescue,2,x,-2,17,-2,21,4,-1,x,-4
RTF Ca sens act,2,2,-4,-1,5,3,5,0,-4,-2
NSD2 inh,-5,1,-2,2,x,-2,-2,-1,-2,-3

21. O=C(Nc1cccc2ncccc12)c1ccccc1[N+](=O)[O-]
22. CCS(=O)(=O)CCSc1nc(C)cc(C)c1C#N
23. CCNC(=O)Oc1ccc(-c2csnn2)cc1
24. CCCCC/C=C/C1=CC(=O)C[C@H](c2ccc3c(c2)OCO3)C1
25. COc1ccc(N2CCN(C(=O)c3oc4ccccc4c3NC(=O)Cc3cccc(OC)c3)CC2)cc1
26. Nc1nnnn1/N=C/c1cc(Cl)ccc1O
27. COc1ccc(/C=C(\C#N)C(=O)OCC(=O)Nc2ccc(-c3nc4ccc(C)cc4s3)cc2)cc1
28. C#CCOC(=O)/C(=C/c1ccc(F)cc1)NC(C)=O
29. CCOC(=O)c1ccc(N(C(=O)c2ccco2)C(C(=O)NC2CCCC2)c2ccncc2)cc1 (stereo not given)
30. Cc1cccn2c(=O)nc(SCC(=O)Nc3cccc4ccccc34)nc12
assay / entry,21,22,23,24,25,26,27,28,29,30
Rtt109 HAT inh,2,4,9,-9,3,0,-11,6,17,-7
Keap1-Nrf2 PPI,-3,2,-1,1,1,3,-3,-1,-2,-3
PfHsp90 set2,-2,7,11,x,-5,12,7,-21,-18,12
PvdQ inh,3,16,0,-7,-3,-3,-17,-4,6,2
C-LANA FP,-0.6,-1.2,0.6,1.4,-1.5,1.8,-2.2,0.6,-0.1,1.0
Cardiac RTF inh,-8,1,-10,0,-3,-15,-9,-2,8,-5
CDK5 p35 inh,0.3,0.5,3.1,0.1,1.1,4.5,-0.5,0.0,-0.9,0.0
dFosB activator,2,-6,3,-4,-6,-10,-4,5,-11,-1
SUMO Mot1 rescue,-13,-9,1,21,1,11,83,x,5,20
RTF Ca sens act,-2,-4,2,-3,-5,4,-2,-5,1,-1
NSD2 inh,4,-1,-2,x,-1,-4,x,3,1,-1

31. COc1ccc2c(Cl)c(C(=O)NN3CCN(C)CC3)sc2c1
32. Cc1ccc(-n2nc(CC#N)c(C#N)c2N)cc1
33. Cc1ccsc1/C=C1\SC(N2CCOCC2)=NC1=O
34. Cn1cccc1C(=O)NCC(c1ccc(F)cc1)N1CCOCC1 (stereo not given)
35. CCOC(=O)c1cc(C#N)c(SCC(=O)c2cc(C#N)c(SC)nc2C)nc1C
36. COc1ccc(S(=O)(=O)N2CCCC(C(=O)N3CCN(C)CC3)C2)cc1Cl (stereo not given)
37. O=C(COc1ccc([N+](=O)[O-])cc1)N(Cc1cccs1)C1CCS(=O)(=O)C1 (stereo not given)
38. O=C(Cc1ccccc1)N/N=C/c1cc(Br)cc(Cl)c1O
39. CC1=C(C(=O)OC(C)C)C(c2c[nH]c3ccccc23)n2ncnc2N1 (stereo not given)
40. COC(=O)C1=CN(Cc2ccccc2)C=C(C(=O)OC)C1c1cc(F)ccc1F
assay / entry,31,32,33,34,35,36,37,38,39,40
Rtt109 HAT inh,3,-4,13,24,-2,-2,-8,-4,3,-2
Keap1-Nrf2 PPI,2,3,0,4,-1,-3,-4,-2,-2,-4
PfHsp90 set2,3,23,10,-21,-14,-14,3,9,-41,-13
PvdQ inh,-4,-4,-2,17,-9,-4,-15,9,-6,-11
C-LANA FP,2.1,1.7,-0.8,-0.5,0.1,0.2,0.2,0.2,-1.1,-0.9
Cardiac RTF inh,8,9,-5,-3,-6,5,-4,9,-8,-6
CDK5 p35 inh,0.3,0.4,-0.3,-1.7,-0.7,-0.9,0.5,1.2,0.3,-2.1
dFosB activator,1,-3,5,-5,-4,3,-2,54*,-10,-4
SUMO Mot1 rescue,587*,3,-10,1,-2,243,17,358*,9,-9
RTF Ca sens act,-1,0,0,-2,3,-4,0,0,7,-3
NSD2 inh,-2,0,12,2,x,-1,1,-6,x,-8

41. O=C(NCCCCc1ccccc1)C12CN(Cc3ccccc3)CC1C(c1cccc([N+](=O)[O-])c1)=NO2 (stereo not given)
42. COc1cc(OC)cc(C(=O)NC(=S)Nc2cccnc2)c1
43. CCOc1ccc(N(CC(=O)Nc2ccccc2C(=O)N2CCCC2)S(C)(=O)=O)cc1
44. COc1ccc2cnn(CCOc3cc(C)ccc3C(C)C)c(=O)c2c1OC
45. Cc1ccc(NC(=O)CCCN2C(=S)NC(C)(C)CC2C)cc1 (stereo not given)
46. O=C(CSc1nnc(SCc2ccc(Cl)cc2)s1)N/N=C/c1c(Cl)cccc1Cl
47. CCN(CC(=O)Nc1c(F)cccc1F)C(=O)CCNC(=O)c1ccccc1OC
48. CCCOc1ccc(CCN2CCC(=O)NC2=O)cc1C
49. O=C(Cn1cnc2c(NCc3ccccc3)ncnc21)NCCN1CCOCC1
50. CCC(C)C1NC(=S)N(C2CCCCC2)C1=O (stereo not given)
51. CC(=O)c1cccc(N=C2NC(=O)C(CO)(CO)S2)c1
assay / entry,41,42,43,44,45,46,47,48,49,50,51
Rtt109 HAT inh,-1,-18,-2,4,7,-5,-5,14,5,-10,-3
Keap1-Nrf2 PPI,3,-2,-5,1,0,1,-2,-3,-2,-5,-4
PfHsp90 set2,7,26,-24,x,x,-28,1,25,4,35,19
PvdQ inh,6,1,-18,6,5,-10,-15,-12,3,-13,-15
C-LANA FP,-4.4,-1.4,-2.0,0.7,-0.2,0.5,0.5,-1.7,1.6,-0.4,1.6
Cardiac RTF inh,-3,-5,1,6,-10,-15,-8,-4,-4,-2,-3
CDK5 p35 inh,0.1,-0.2,-1.2,1.4,0.5,-3.9,-0.6,-4.8,-0.2,-1.3,-3.8
dFosB activator,6,-5,7,1,1,-32,-1,-1,3,-9,-4
SUMO Mot1 rescue,-16,-2,-18,4,-27,0,-4,-16,x,-11,-12
RTF Ca sens act,7,6,-5,1,1,4,0,2,-2,-2,11
NSD2 inh,x,1,-5,-2,-2,-2,24,-2,x,2,3

Structural class, the compounds so far with a Cl atom.
2. O=C(NNC(=O)c1nn(-c2ccc(F)cc2)ccc1=O)c1ccc(Cl)cc1
7. Cc1onc(-c2c(Cl)cccc2Cl)c1C(=O)Nc1ccc2c(c1)OCO2
16. Clc1cccc(Cl)c1/C=C/c1nc2ccccc2[nH]1
26. Nc1nnnn1/N=C/c1cc(Cl)ccc1O
31. COc1ccc2c(Cl)c(C(=O)NN3CCN(C)CC3)sc2c1
36. COc1ccc(S(=O)(=O)N2CCCC(C(=O)N3CCN(C)CC3)C2)cc1Cl (stereo not given)
38. O=C(Cc1ccccc1)N/N=C/c1cc(Br)cc(Cl)c1O
46. O=C(CSc1nnc(SCc2ccc(Cl)cc2)s1)N/N=C/c1c(Cl)cccc1Cl
assay / entry,2,7,16,26,31,36,38,46
Rtt109 HAT inh,0,1,-2,0,3,-2,-4,-5
Keap1-Nrf2 PPI,5,-1,-2,3,2,-3,-2,1
PfHsp90 set2,1,16,11,12,3,-14,9,-28
PvdQ inh,-9,-7,-26,-3,-4,-4,9,-10
C-LANA FP,2.0,-0.2,0.3,1.8,2.1,0.2,0.2,0.5
Cardiac RTF inh,x,-1,-5,-15,8,5,9,-15
CDK5 p35 inh,1.4,-4.5,-2.0,4.5,0.3,-0.9,1.2,-3.9
dFosB activator,14,-10,-14,-10,1,3,54*,-32
SUMO Mot1 rescue,11,6,21,11,587*,243,358*,0
RTF Ca sens act,x,0,3,4,-1,-4,0,4
NSD2 inh,0,-7,-2,-4,-2,-1,-6,-2
